ELG1 genotoxic: inducers of genotoxicity in HEK293T ELG1-luciferase cells; HEK293T ELG1-luciferase reporter, luminescence, 16 h; actives 1.3% (n = 330,000); Potency, µM (highest dose often 46 µM), for inactives: at the highest dose activity change, positive = activation, hits mostly activators; also: % of control where 0% means no effect; nearly all actives have a fitted effect of over 60% in size
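HEK293T cells expressing luciferase-tagged ELG1 were treated with compound or DMSO for 16 hr at 37°C. Luciferase activity was then read after 30 min with ONE-Glo at room temperature; rising signal flags genetic stress.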
MBNL1-CUG inh: MBNL1-poly(CUG) RNA binding inhibition; Q9NR56; Potency, µM (series often up to 57.5 µM), without a hit: at the top dose activity change, negative = inhibition, actives largely listed as inhibitors; TR-FRET MBNL1-His/biotin-(CUG)12 binding, 665/545 ratio; actives 0.036% (n = 280,000); active = well fitted inhibition curve with a large enough effect in the signal ratio, with a control signal flat, not every such curve was filed as active; inconclusive = small, poorly fitted or top-dose-only effect, or effect the other way, or a change in a side signal; inactive = no such curve, though single readings can be large or run the other way; the % refers to the signal ratio; also: % is scaled to controls: 0 for no effect and ±100 for the full control effect
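TR-FRET readout: Ex 340 nm, 665/545 nm emission ratio, normalized to buffer-only (basal) and MBNL1-(CUG)12 controls. Complex of MBNL1-His with Biotin-(CUG)12, compounds 92 nM–58 uM, incubated 60 min at room temperature.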
uPA surface inh: blocks generation of uPA at the cell surface; cell surface uPA generation assay, qHTS; Potency, µM (highest dose often 38.3 µM), without a hit: top-dose activity change, negative = inhibition, actives largely listed as inhibitors; actives 0.31% (n = 330,000); AID 540303; active = well fitted inhibition curve with a large enough effect; inconclusive = small, poorly fitted or top-dose-only effect; inactive = no such curve, though single readings can be large or run the other way; tested in mouse RAW 264.7 cells; also: % is scaled to controls: 0 for no effect and ±100 for the full control effect; nearly all actives have a fitted effect of over 55% in size
BRCA1 expr act: activators of BRCA1 expression | AID 624202 | Potency, µM (series often up to 46.1 µM), for inactives: at the top dose activation, actives largely listed as activators | actives 1.1% (n = 380,000) | MCF7-BRCA1-FFLuc reporter, luminescence, 48 h; response scale: scaled: vehicle 0%, 10 µM genistein 100%; also: nearly all actives have a fitted effect of over 80% in size; some results filed as inactive show a strong effect at the top dose
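MCF7-BRCA1-FFLuc cells, 2000/well in phenol-red-free MEM, attached 2 h then treated 48 h at 37 C. Luciferase luminescence read 15 min after reagent; normalized to genistein maximum activation (10microM) and DMSO, concentration-response fitted.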
Rab9 promoter act: Rab9 promoter activation. Huh7 Rab9 promoter-luciferase reporter, luminescence, 24 h. Potency, µM (titrated, usually from 9.22 µM), for inactives: top-dose activation, negative = inhibition, hits mostly activators. actives 2.8% (n = 320,000). AID 485297; also: % of control where 0% means no effect; nearly all actives have a fitted effect of over 60% in size
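Rab9 promoter-driven luciferase in stably transfected Huh7 cells; 1500 cells/well rested 2 h, exposed to compound in DMSO for 24 h at 37 °C, 5% CO2. Luminescence read 10 min after adding luciferase reagent at ambient temperature.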
NPC1 prom act: activators of NPC1 promoter; actives 2.4% (n = 320,000); AID 485313; Potency, µM (doses to about 9.22 µM), for the others: top-dose activation, actives largely listed as activators; Huh7 NPC1 promoter luciferase reporter, 24 h;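 also: % of control where 0% means no effect; nearly all actives have a fitted effect of over 60% in size; reporter is driven by a mutant NPC1 promoter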
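Luminescence read-out of NPC1 promoter-driven luciferase in stably transfected Huh7 cells; compounds delivered in DMSO and left 24 h at 37C, 5% CO2, qHTS titration format.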
RORg inh: inhibitors of mouse ROR gamma transcriptional activity | P51450 | Drosophila S2 Gal4-RORgamma UAS-luciferase reporter, 20 h | Potency, µM (series often up to 53.6 µM), inactives show top-dose activity change, negative = inhibition, hits mostly inhibitors | actives 5.4% (n = 310,000) | AID 2551; also: % is scaled to controls: 0 for no effect and ±100 for the full control effect; nearly all actives have a fitted effect of over 60% in size
Target sequence (P51450 whole entry, looked up, the tested form may be a part): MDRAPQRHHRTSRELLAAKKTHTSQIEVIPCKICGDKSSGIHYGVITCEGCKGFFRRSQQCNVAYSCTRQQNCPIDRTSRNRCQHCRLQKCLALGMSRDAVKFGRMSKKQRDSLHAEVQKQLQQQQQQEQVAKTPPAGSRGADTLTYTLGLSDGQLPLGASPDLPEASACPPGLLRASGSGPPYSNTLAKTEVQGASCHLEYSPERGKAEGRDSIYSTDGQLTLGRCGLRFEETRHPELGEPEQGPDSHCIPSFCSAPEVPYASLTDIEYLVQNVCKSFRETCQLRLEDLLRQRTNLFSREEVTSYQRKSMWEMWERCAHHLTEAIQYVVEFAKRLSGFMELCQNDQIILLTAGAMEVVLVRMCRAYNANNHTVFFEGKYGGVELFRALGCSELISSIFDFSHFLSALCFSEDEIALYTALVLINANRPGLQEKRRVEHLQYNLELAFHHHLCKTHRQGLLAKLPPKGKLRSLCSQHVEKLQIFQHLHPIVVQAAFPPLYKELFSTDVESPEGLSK
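A Gal4/UAS one-hybrid system in insect cells: metallothionein-promoter Gal4–ROR gamma fusion plus Photinus luciferase reporter. Copper sulfate 700 uM final, 20 hr ambient incubation, luminescent detection after 10 min with reagent.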
Gal4-VP16 FLuc: counter-screen for ROR gamma inhibitors: Gal4-VP16 reporter | Drosophila S2 Gal4-VP16 UAS-luciferase, luminescence, 20 h | Potency, µM (titrated, usually from 53.6 µM), inactives show at the top dose activity, negative = inhibition, actives largely listed as inhibitors | actives 3.5% (n = 310,000) | AID 2546;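 also: Gal4-VP16 expression switched on by copper sulfate through the metallothionein promoter; % is scaled to controls: 0 for no effect and ±100 for the full control effect; nearly all actives have a fitted effect of over 50% in size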
p53 reactivation: re-activators of mutant p53; H1299 p53-A138V BP100-luciferase reporter, luminescence, 24 h; actives 0.063% (n = 320,000); Potency, µM (highest dose often 92.2 µM), for the others: at the top dose activity change, positive = activation, most hits filed as activators; AID 504706; also: % of control where 0% means no effect; nearly all actives have a fitted effect of over 45% in size
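p53-null H1299 cells stably carrying temperature-sensitive p53-A138V and a BP100-luciferase reporter were pinned with compounds (4-point, 1:5 series) and held 24 hrs at 37 deg C. Luminescence was read 10 min after detection reagent.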
FLuc counter: inhibits or activates purified firefly luciferase, miR-21 counter-screen; Potency, µM (doses to about 57.5 µM), without a hit: at the top dose activity change, negative = inhibition, hits mostly inhibitors; P08659; AID 588342; actives 6.9% (n = 360,000); purified FLuc, Km substrates, luminescence inhibition;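 also: plate controls were vehicle for no effect and reference inhibitor for full effect; nearly all actives have a fitted effect of over 55% in size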
Target sequence (P08659 whole entry, looked up): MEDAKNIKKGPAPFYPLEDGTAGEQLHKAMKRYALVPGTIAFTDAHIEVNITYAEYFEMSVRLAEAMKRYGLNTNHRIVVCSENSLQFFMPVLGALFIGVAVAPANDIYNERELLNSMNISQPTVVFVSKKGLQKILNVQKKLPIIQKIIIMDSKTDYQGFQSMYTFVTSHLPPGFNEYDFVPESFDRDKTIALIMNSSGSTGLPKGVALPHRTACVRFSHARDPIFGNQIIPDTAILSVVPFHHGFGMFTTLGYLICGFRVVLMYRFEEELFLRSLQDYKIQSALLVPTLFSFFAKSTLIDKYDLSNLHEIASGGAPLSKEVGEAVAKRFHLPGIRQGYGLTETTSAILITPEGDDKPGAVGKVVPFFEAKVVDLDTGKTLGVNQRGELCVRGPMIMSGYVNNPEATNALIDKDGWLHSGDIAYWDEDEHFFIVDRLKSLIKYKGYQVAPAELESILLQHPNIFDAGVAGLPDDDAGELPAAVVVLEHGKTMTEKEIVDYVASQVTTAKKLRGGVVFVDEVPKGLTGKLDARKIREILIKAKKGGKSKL
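Purified P. pyralis luciferase, 10 nM final, with Km-level 10 uM D-luciferin and 10 uM ATP in 50 mM Tris acetate pH 7.5, 10 mM Mg acetate, 0.01% Tween-20, 0.05% BSA; 6-point qHTS titration about 60 µM downward; luminescence read.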
Numbers without * were called inactive; ? = inconclusive; · = no result given; [ ] = remark or other dose. Unless noted, calls follow the shape of the dose curve; as a rule, active = well fitted curve in the direction sought with a large enough effect; inconclusive = small, poorly fitted or top-dose-only effect, or another doubt; inactive = no such curve, though single readings can be large; an effect the other way counts as inactive or inconclusive. Potency is read from the fitted curve at half-maximal effect.

SMILES	ELG1 genotoxic	MBNL1-CUG inh	uPA surface inh	BRCA1 expr act	Rab9 promoter act	NPC1 prom act	RORg inh	Gal4-VP16 FLuc	p53 reactivation	FLuc counter
COc1ccc(-c2csc(NC(=O)CSC(C)C(=O)Nc3cc(C)on3)n2)cc1OC (stereo not drawn)	-4.0%	·	3.6%	-23.4%	-0.2%	-1.3%	·	·	-2.7%	3.6%
COc1ccc(CN2CCN(C(=O)c3ccc(S(=O)(=O)N4CCCCCC4)cc3)CC2)cc1	-1.4%	·	-6.6%	-43.4%	-25.4%	-19.0%	·	·	3.3%	5.9%
COc1ccc2cc3cc(C(=O)N4CCCCCC4)oc3nc2c1	2.59µM*	?	-15.1%	?	0.501µM*	0.891µM*	?	-12.6%	?	1.9µM*
CCCn1c(=O)c2ccccc2n2c(SCC(N)=O)nnc12	-3.0%	-8.0%	-0.8%	-15.7%	-1.9%	-3.6%	-2.5%	-7.2%	·	-2.1%
Cc1ccc(S(=O)(=O)N(Cc2nccn2C)C(C)C)cc1	2.0%	-1.1%	1.6%	3.5%	-1.1%	2.3%	-22.9%	-2.9%	-1.8%	3.7%
c1cc2c(cc1C1=NNC(=NC3CC3)SC1)OCCO2	?	9.9%	?	-90.4%[inhibitor]	0.0013µM*	0.0003µM*	2.51µM*	2.24µM*	-8.2%	0.239µM*
CCc1c(C)nc2ncnn2c1N1CCC(C(=O)NCc2ccc3c(c2)OCO3)CC1	-0.1%	-1.1%	-14.2%	6.8%	8.0%	-4.0%	27.6%	1.1%	-6.0%	2.9%
COc1ccccc1-c1noc(-c2ccccc2C(=O)NCc2ccco2)n1	-10.4%	-3.7%	-0.9%	-22.6%	-4.2%	-4.3%	31.4%	0.6%[10 µM]	-4.6%	19µM*
Cn1c(=O)c2c(nc(CN3CCC(C(N)=O)CC3)n2Cc2ccccc2F)n(C)c1=O	0.6%	8.4%	1.4%	2.1%	-8.4%	-3.5%	5.8%	-1.8%	-4.2%	0.8%
CSc1ccc(N/N=C(/C#N)S(=O)(=O)C(C)(C)C)cc1	-11.7%	-0.9%	2.2%	-5.7%	-1.5%	1.9%	?	-16.1%	5.5%	?
COc1ccccc1C(=O)NC(=O)COC(=O)CCNS(=O)(=O)c1ccccc1	-1.0%	·	-1.5%	-2.1%	-7.2%	-0.2%	·	·	-3.3%	1.7%
Cc1cc(SCC(=O)c2ccccc2)nc(=O)[nH]1	12.1%[9.26 µM]	?	-11.5%	?	3.98µM*	2.51µM*	?	3.5%	?	15.1µM*
Cc1cccc(-c2noc(CN(C(C)C)S(=O)(=O)c3ccc(F)cc3)n2)c1	0.3%	-1.6%	-2.1%	-32.7%	0.8%	-0.3%	-11.2%	-8.8%	3.5%	-0.9%
COc1cc(C(=O)N2CCC(O)(c3ccccc3)CC2)cc(OC)c1OC	1.1%	3.1%	2.3%	0.9%	4.1%	2.8%	-35.5%	-0.4%	-4.2%	5.7%
COCc1ccc(CN2CCc3c([nH]c4ccccc34)C2CC(C)C)o1 (stereo not drawn)	-6.0%	1.2%	4.2%	-27.5%	-3.2%	-3.6%	39.9%	-10.5%	-1.1%	5.8%
O=C1/C(=C/c2cccnc2)N=C2CCCCCN12	0.3%	?	1.9%	0.9%	-1.3%	0.9%	0.7%	20.2%	0.4%	-7.7%
COc1ccc(CNC(=O)C(c2ccco2)N(Cc2ccccc2)C(=O)Cc2cccs2)cc1 (stereo not drawn)	-10.5%	-2.9%	0.9%	-77.3%	-1.0%	-1.4%	?	-1.0%	-3.8%	-0.4%
CCCn1c(SCc2cc(=O)oc3ccc4ccccc4c23)n[nH]c1=O	4.0%	?	-7.9%	-41.4%	-2.7%	3.1%	-1.8%	0.0%	-3.4%	0.7%
O=C(CSc1ccc(-c2ccncc2)nn1)N1CCCCC1	-1.2%	-4.4%	-7.4%	-6.6%	-1.9%	-6.0%	-10.4%	3.0%	-2.3%	-5.1%
Cc1onc(-c2c(F)cccc2Cl)c1C(=O)NCc1ccc2c(c1)OCO2	-0.1%	-5.3%	29.5%	5.7%	3.0%	-2.1%	1.7%	0.8%	-32.1%[inhibitor]	8.9%
O=C(c1ccc2c(c1)N(Cc1ccccc1)CCS2)N1CCCCC1	-9.4%	?	-3.7%	-8.7%	0.9%	-2.3%	?	?	1.4%	-1.5%
COc1ccc(C)cc1S(=O)(=O)NC1CCCCC1	5.9%	-0.1%	-1.3%	-1.8%	6.6%	0.7%	-19.4%	-16.9%	1.4%	2.0%
CC1=C(C(=O)OC(C)C)C(c2c[nH]c3ccccc23)n2ncnc2N1 (stereo not drawn)	11.0%	-5.7%	22.9%	-17.8%	5.3%	-2.8%	-0.6%	5.0%	9.0%	-0.6%
COc1ccc(CNC(=O)CCC(=O)N2CC(C)Oc3ccccc32)cc1 (stereo not drawn)	-2.7%	-14.6%	1.9%	33.5%	2.6%	-4.4%	-0.3%	5.4%	·	-0.9%
COC(=O)c1cc(OC)c(OC)cc1NC(=S)Nc1cccc(Cl)c1	-0.3%	4.2%	1.5%	-21.0%	6.3%	-7.1%	3.98µM*	6.31µM*	-2.4%	7.6%
(more compounds)
SMILES	ELG1 genotoxic	MBNL1-CUG inh	uPA surface inh	BRCA1 expr act	Rab9 promoter act	NPC1 prom act	RORg inh	Gal4-VP16 FLuc	p53 reactivation	FLuc counter
O=C(COc1ccc(Cl)cc1)NC1CC1	7.8%	-7.1%	6.3%	24.7%	-2.0%	0.6%	18.5%	13.7%	-1.1%	-9.7%
COc1ccc(CCNC(=O)CCN2C(=O)c3ccccc3C2=O)cc1OC	10.9%	4.7%	·	·	-1.3%	-4.1%	1.0%	-11.2%	5.8%	1.1%
C/C(=N\Nc1nc2ccc(Cl)cc2o1)c1ccccc1	3.7%	2.9%	-0.7%	?	?	25.3%	2.51µM*	?	25.6%	16.9µM*
O=C(c1ccc2c(=O)n3c(nc2c1)CCCCC3)N1CCCCC1	1.1%	-3.0%	0.7%	-0.3%	-4.6%	-3.2%	2.0%	-0.7%	8.0%	1.7%
COc1ccc(-c2ocnc2C(=O)Nc2ccccc2N2CCCCC2)cc1	-0.8%	3.7%	2.4%	-46.0%	1.4%	8.5%	8.6%	-2.3%	5.1%	-3.5%
COc1ccc(Nc2cc(Nc3ccccc3)ncn2)cc1	?	4.0%	?	?	2µM*	2µM*	4.9%	1.4%	?	?
COC(C(=O)Nc1ccc(S(=O)(=O)Nc2c(C)cccc2C)cc1)c1ccccc1 (stereo not drawn)	0.2%	0.2%	-0.3%	-1.1%	0.4%	1.3%	25.7%	1.5%	-7.2%	5.0%
Cc1ccccc1Nc1c(-c2cccnc2)nc2ccc(Br)cn12	-20.4%	35.6%[activator]	-18.2%	-18.3%	-6.5%	0.1%	-21.9%	-7.9%	-0.1%	-1.4%
COc1ccc2oc(C(=O)Nc3nc4ccccc4[nH]3)c(C)c2c1	?	18.0%	3.55µM*	?	0.316µM*	0.355µM*	?	2.82µM*	?	0.426µM*
CCCC/C(O)=C1\C(=O)CC(C)(C)CC1=Nc1ccc(OC)cc1	-3.3%	2.9%	-1.4%	-2.7%	-7.4%	-4.1%	?	-1.5%	-12.1%	3.9%
CCC(C)Nc1nc(N)c([N+](=O)[O-])c(NCc2ccccc2)n1 (stereo not drawn)	6.1%	2.5%	-9.6%	-37.2%	-2.4%	-1.4%	21.6%	-8.9%	-3.3%	0.3%
COc1ccc(/C=C2\SC(=O)N(CCC(=O)NC3CCS(=O)(=O)C3)C2=O)cc1 (stereo not drawn)	?	?	-8.2%	35.8%	2.51µM*	?	-44.2%	?	18.3%	10.7µM*
COc1ccc(Cc2nc3c4c(ncn3n2)Oc2c(ccc3ccccc23)C4c2ccc(OC)c(OC)c2)cc1 (stereo not drawn)	-0.4%	?	-11.7%	-17.1%	-0.4%	-2.4%	-1.9%	10.4%	10.2%	2.4%
Cc1ccc2c(c1)c1c(n2CC(O)CN2CCC(C)CC2)CCCC1 (stereo not drawn)	-1.4%	-10.4%	6.5%	-8.2%	-3.5%	2.2%	36.9%	-5.3%	1.2%	-1.8%
O=C(Nc1cccnc1)c1cc2cc(Br)ccc2o1	5.17µM*	14.8%	-5.6%	2.6%	?	2.51µM*	6.8%	-3.6%	18.4%	1.2µM*

uPA surface inh: hit marks shown above.
| smiles | uPA surface inh | Rab9 promoter act | NPC1 prom act | p53 reactivation |
| --- | --- | --- | --- | --- |
| COc1ccc2oc(C(=O)Nc3nc4ccccc4[nH]3)c(C)c2c1 | 3.55µM* | 0.316µM* | 0.355µM* | ? |

Screening results: PubChem BioAssay, National Center for Advancing Translational Sciences (NCATS)
